Screening results (PubChem)
XIAP antagonists: small molecules displacing peptide from XIAP – biochemical, IAP family, fluorescence polarization (AID 1018); displacement, % at 20 µM, or IC50 in µM where a hit was titrated; XIAP BIR domain, fluorescence polarization peptide displacement; higher % means a stronger effect; 200,000 tested, 0.007% active; in the data active = displacement above about 50%; also: a part of the inactive calls stands beside numbers as strong as those of hits
CSM14.1 death rescue: rescue of cells from ER stress-induced death, primary screen, 384-well, CSM14.1, thapsigargin, ATP luminescence (AID 1222) | cellular ATP content (survival), % at 20 µM; hits with a dose series show EC50 in µM | CSM14.1 thapsigargin-induced death rescue, ATP luminescence; higher % means a stronger effect | 190,000 tested, under 10 active;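 active = EC50 below 50 µM in the dose-response confirmation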;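 also: death triggered by thapsigargin at about 15 µM added after 2 h compound pretreatment; cell ATP read after overnight thapsigargin exposure of roughly 18 to 22 hours; normalized against plate controls of thapsigargin alone and 5% DMSO vehicle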
PhoP inhibition: inhibitors of PhoP regulon expression, primary screen, Salmonella Typhimurium, GFP reporter (AID 1863); 300,000 tested, 0.16% active; inhibition, % at 50 µM; hits with a dose series show IC50 in µM; S. Typhimurium PhoP-regulated promoter GFP reporter, 4 h; higher % means a stronger effect;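 active = inhibition over 29.93%, a cutoff 3 SD above the screen mean, later confirmed by dose response; inconclusive = inhibition over 29.93% but no dose response follow-up; inactive = inhibition at most 29.93% or unconfirmed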;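 also: 0% = low Mg2+ inducing control and 100% = high Mg2+ repressing control; strong numbers were not always called active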
Yfh1-off respiration: enhancers of respiration in Yfh1-depleted yeast, dose response, Friedreich's ataxia, plus single-dose screen (AID 1465); S. cerevisiae Yfh1-off respiration, WST-1 reduction, 72 h; higher fold induction means a stronger effect; one-dose fold induction at 50 µM; EC50 in µM for titrated hits; 220,000 tested, 0.074% active;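 active = fold induction of absorbance versus untreated yeast above a set limit, then at least 30% activation at any dose in follow-up; inconclusive = repeats straddling the limit, or above it without dose testing; inactive = fold induction below the set limit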;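 also: activators that raise dye reduction in frataxin-depleted yeast; strong numbers were not always called active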
West Nile antiviral: inhibition of WNV-induced cytopathic effect – cell-based, CPE readout (AID 1621); 290,000 tested, 0.02% active; West Nile virus-infected cells, CPE inhibition; higher % means a stronger effect; CPE inhibition, % at 10 µM; hits with a dose series show IC50 in µM; in the data active = a potency from the dose series; inconclusive = CPE inhibition mostly from about 3.7% at the one dose, without a potency; inactive = the rest, 99 in 100 with CPE inhibition below about 2.2%; also: strong numbers were not always called active
M1AAP inhibition: malaria alanyl aminopeptidase activity blockers – biochemical, fluorogenic H-Leu-NHMec substrate, 1536-well (AID 1445); recombinant M1AAP, H-Leu-NHMec fluorogenic kinetic assay; higher % means a stronger effect; 220,000 tested, 0.42% active; inhibition, % at 30 µM; hits with a dose series show IC50 in µM;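 active = primary inhibition above the hit cutoff, then over 50% inhibition at one or more dose response concentrations, cut at about 23% in these data, passing the limit was not always enough; inconclusive = conflicting primary data, or primary hits not chosen for dose response; inactive = low primary inhibition, or under 50% at every dose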;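 also: plate controls were DMSO full reaction for no effect and no enzyme background for full effect; strong numbers were not always called active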
human PMI inhibitors: MPI inhibition at elevated mannose 6-phosphate – biochemical, fluorescence intensity, high mannose 6-phosphate, primary screen (AID 1220); recombinant PMI enzyme, coupled fluorescence intensity; higher % means a stronger effect; inhibition, % at 20 µM, or IC50 in µM where a hit was titrated; 190,000 tested, 0.66% active; in the data active = inhibition above about 50%
M17LAP inhibition: P. falciparum M17LAP inhibitors, primary screen, biochemical, fluorogenic H-Leu-NHMec substrate, 1536-well (AID 1619); recombinant M17LAP, H-Leu-NHMec fluorogenic kinetic assay; higher % means a stronger effect; one-dose inhibition, % at 30 µM; IC50 in µM for titrated hits; 220,000 tested, 0.38% active;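 active = compound inhibiting the enzyme by more than half at any dose during confirmatory dose-response retesting; inconclusive = strong single-dose inhibitors picked by rank but not retested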;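 also: plate controls were full reaction with DMSO carrier for no effect and no enzyme background for full effect; strong numbers were not always called active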
Siah-1 displacement: Siah-1 peptide-binding antagonists, primary screen, biochemical, fluorescence polarization, rhodamine-plectin, uHTS (AID 1817). Siah-1 / rhodamine-plectin peptide fluorescence polarization; higher % means a stronger effect. displacement, % at 20 µM, or IC50 in µM where a hit was titrated. 290,000 tested, 0.02% active;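 active = displacement of at least 50% at 20 µM, with a fluorescence ratio check between 0.3 and a set limit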;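 also: plate controls were Siah plus tracer with DMSO for no effect and tracer alone without Siah for full effect; strong numbers were not always called active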
* marks the source's active call; other numbers are inactive results; i = inactive; ? = inconclusive; / = not tested or not shown.

nr	SMILES	West Nile antiviral	CSM14.1 death rescue	Yfh1-off respiration	human PMI inhibitors	PhoP inhibition	XIAP antagonists	M17LAP inhibition	M1AAP inhibition	Siah-1 displacement
1	COc1ccc(C(C)(C)C)cc1NC(=O)C1CC=CCC1C(=O)O (stereo unspecified)	0.1%	-2.8%	i	-2%	19%	4.9%	3.1µM*	3%	5%
2	CC(C)Cc1nc(NCCN2CCOCC2)c(C#N)c2c1COC(C)(C)C2	-0.4%	-0.6%	i	4%	3%	-2.5%	-1%	1%	-4%
3	CC1CN(CCCOc2ccccc2[N+](=O)[O-])CC(C)O1 (stereo unspecified)	-0.2%	1.3%	i	7%	-2%	-5.5%	12%	0%	5%
4	CO/N=C(/c1nonc1N)N1CCN(c2ccc([N+](=O)[O-])cc2)CC1	-0.1%	-1.2%	i	14%	4%	-5.2%	-4%	4%	-1%
5	COC(=O)c1cc(NC(=O)c2ccco2)ccc1N1CCOCC1	0.3%	/	i	/	-5%	/	5%	14%	-4%
6	COc1ccc(C2=NNC(c3cccnc3)=Nc3ccccc32)cc1	-0.4%	-0.3%	i	-7%	-2%	11%	-10%	0%	-3%
7	O=C(CCCC(=O)N(CC(=O)NC1CCCC1)Cc1ccc(F)cc1)Nc1ccccn1	0.2%	0.5%	i	8%	9%	-4.3%	20%	1%	1%
8	O=C(NC(=S)NCCN1CCOCC1)c1ccc(F)cc1	-0.5%	9.9%	i	-3%	-2%	-4.8%	6%	2%	0%
9	COc1cccc(N2CC(C(=O)Oc3ccc4ccccc4c3)CC2=O)c1 (stereo unspecified)	0.5%	0.0%	i	0%	-10%	-7.7%	-4%	2%	4%
10	Cc1cc(C)n(-c2c(F)c(F)c(COC(=O)c3ccccc3)c(F)c2F)n1	0.5%	-0.2%	i	3%	13%	-8.1%	-10%	8%	-4%
11	CC1CCN(C(=S)SCc2nc(N)nc(Nc3ccccc3)n2)CC1	0.1%	/	i	/	-12%	/	14%	10%	-4%
12	COCCCNC(=O)CCn1c(=O)c2ccccc2n(CC(=O)Nc2c(C)cccc2C)c1=O	0.1%	-0.6%	i	5%	0%	-3.9%	-2%	0%	1%
13	Cc1cccc(OCCSCc2nc3ccccc3[nH]2)c1	-0.5%	-1.4%	i	-9%	41%	-19%	2%	4%	-5%
14	Cc1csc(SCC(=O)Nc2ncc(Cl)c(C)c2Cl)n1	0.5%	-1.5%	i	-9%	5%	0.8%	22%	3%	-1%
15	O=C(NCc1ccco1)c1ccc2c(=O)n(Cc3ccco3)c(SCC(=O)N3CCCC3)nc2c1	?	-2.7%	i	-3%	4%	-3.6%	6%	9%	35%

Profiles from above. Order of values: West Nile antiviral | CSM14.1 death rescue | Yfh1-off respiration | human PMI inhibitors | PhoP inhibition | XIAP antagonists | M17LAP inhibition | M1AAP inhibition | Siah-1 displacement
Cc1cc(C)n(-c2c(F)c(F)c(COC(=O)c3ccccc3)c(F)c2F)n1 in the list: 0.5% | -0.2% | i | 3% | 13% | -8.1% | -10% | 8% | -4%
CC1CCN(C(=S)SCc2nc(N)nc(Nc3ccccc3)n2)CC1 in the list: 0.1% | / | i | / | -12% | / | 14% | 10% | -4%
COc1cccc(N2CC(C(=O)Oc3ccc4ccccc4c3)CC2=O)c1 (stereo unspecified) in the list: 0.5% | 0.0% | i | 0% | -10% | -7.7% | -4% | 2% | 4%
COc1ccc(C2=NNC(c3cccnc3)=Nc3ccccc32)cc1 in the list: -0.4% | -0.3% | i | -7% | -2% | 11% | -10% | 0% | -3%

Continued.
nr	SMILES	West Nile antiviral	CSM14.1 death rescue	Yfh1-off respiration	human PMI inhibitors	PhoP inhibition	XIAP antagonists	M17LAP inhibition	M1AAP inhibition	Siah-1 displacement
16	CCN(CCn1cccn1)Cc1nc(-c2ccccc2)no1	-0.6%	0.7%	i	4%	4%	-3.9%	0%	11%	2%
17	COc1cc(C(C(=O)NC2CCCCC2)N(Cc2cccs2)C(=O)Cc2c[nH]c3ccccc23)cc(OC)c1OC (stereo unspecified)	0.3%	0.0%	i	10%	-7%	-4.7%	11%	3%	-1%
18	FC(F)(F)c1ccc(-c2nc(=S)[nH][nH]2)cc1	-0.1%	/	i	/	-3%	/	-19%	-4%	2%
19	C=CCOC(=O)C1=C(C)OC(N)=C(C#N)C1c1ccc2c(c1)OCO2 (stereo unspecified)	0.3%	/	i	23%	-4%	-6.6%	-6%	13%	-2%
20	CC(O)(C#CCN1CCOCC1)c1ccccc1 (stereo unspecified)	/	0.3%	/	3%	9%	-4.5%	5%	-3%	2%
21	CCCn1c(N)c(Sc2ccc(Cl)cc2)c(=O)n(CCC)c1=O	-0.5%	1.3%	i	15%	-4%	-6.2%	-1%	1%	-1%
22	C=CCNC(=O)c1ccccc1NC(=O)c1ccccc1SC	-0.5%	1.9%	i	-3%	7%	-6.8%	14%	9%	-1%
23	CNC(=O)CSc1cnc2ccccc2n1	0.2%	0.5%	i	-4%	7%	-1.4%	28%	5%	3%
24	Cc1cccn2c(CN3CCCN(C=O)CC3)c(C(=O)N(C)CCc3ccccc3)nc12	-1.0%	0.2%	i	12%	-11%	-1.7%	-3%	6%	4%
25	Cc1ccc(CSCc2ccc(C(=O)NC3CCCC3)o2)cc1	-1.9%	-0.1%	i	3%	-10%	-3.1%	0%	5%	-5%
26	CC1CC=C(c2ccccc2)C(=S)N1 (stereo unspecified)	0.2%	/	i	/	-13%	/	7%	-7%	1%
27	Nn1c(SCC(=O)NCc2ccccc2)nnc1C1CC1	0.0%	0.7%	i	9%	-5%	-2.5%	-1%	-10%	1%
28	Cc1cc(NS(=O)(=O)c2ccc(NC(=O)c3ccco3)cc2)no1	1.5%	-0.4%	i	-13%	-13%	-5.0%	-5%	8%	0%
29	O=C(CCl)N(Cc1ccccc1)c1ccccc1	-0.2%	-0.3%	i	-8%	12%	-3.9%	1%	-3%	4%
30	O=C(Cn1nnc2ccccc21)c1ccc(Cl)cc1	0.1%	/	i	/	-4%	/	-3%	3%	0%

The last 2 compounds of the section above are carried over, then new ones follow:
nr	SMILES	West Nile antiviral	CSM14.1 death rescue	Yfh1-off respiration	human PMI inhibitors	PhoP inhibition	XIAP antagonists	M17LAP inhibition	M1AAP inhibition	Siah-1 displacement
29	O=C(CCl)N(Cc1ccccc1)c1ccccc1	-0.2%	-0.3%	i	-8%	12%	-3.9%	1%	-3%	4%
30	O=C(Cn1nnc2ccccc21)c1ccc(Cl)cc1	0.1%	/	i	/	-4%	/	-3%	3%	0%
31	CCC(=O)Nc1nnc(-c2ccc(OC)cc2)o1	0.2%	-0.8%	i	11%	7%	-4.5%	-2%	1%	2%
32	CC(=O)c1ccc(N(C(=O)Cn2nnc(-c3ccccc3)n2)C(C(=O)NC2CCCCC2)c2ccccn2)cc1 (stereo unspecified)	-0.8%	-1.6%	i	8%	-6%	-5.5%	-4%	7%	4%
33	Clc1ccc(OCc2noc(-c3ccsc3)n2)c(Cl)c1	-0.4%	/	i	/	-5%	/	4%	7%	12%
34	O=C(O)CSc1nnc(NC(=O)c2ccc3c(c2)OCO3)s1	-0.2%	/	i	-10%	-2%	-5.4%	7%	3%	2%
35	OCCCCNCc1ccc(OCc2ccc(Cl)cc2Cl)cc1	-0.5%	-0.3%	i	-3%	16%	-0.8%	3%	6%	-2%
36	O=c1c(C(c2ccc(F)cc2)c2c(O)nc3n(c2=O)CCS3)c(O)nc2n1CCS2	0.2%	/	i	/	-13%	/	11%	8%	-2%
37	COC(=O)c1ccc(Oc2cc(C)nc(SC)n2)cc1	1.7%	-3.2%	i	0%	-1%	-4.7%	0%	0%	-2%
38	CC(C)(C)NC(=O)NC(=O)CSc1n[nH]c(-c2ccccc2Br)n1	/	-1.2%	i	-8%	-7%	-4.1%	11%	1%	1%
39	Cc1ccc(C(=O)NCCc2ccc(S(N)(=O)=O)cc2)cc1[N+](=O)[O-]	1.3%	0.0%	i	-22%	6%	-3.6%	13%	-2%	-1%
40	Cc1ccc(S(=O)(=O)N2CCCOC2CNC(=O)C(=O)NC2CCCCC2)cc1 (stereo unspecified)	0.2%	2.5%	i	-2%	-4%	2.5%	4%	-12%	-1%
41	O=C(Nc1nnc(C2CC2)s1)c1cccnc1Oc1ccc(Cl)cc1	-0.3%	/	i	/	3%	/	2%	-3%	12%
42	O=C(Nc1nc(-c2cc(Cl)sc2Cl)cs1)c1ccc(Br)s1	-1.0%	-4.2%	i	2%	-16%	-9.5%	-1%	-1%	6%
43	CC(C)N(C(=O)CSc1nnc(-c2ccc3c(c2)OCO3)n1C)C(C)C	1.3%	-0.2%	i	-8%	8%	0.4%	12%	-3%	4%
44	O=C(NCCC1=CCCCC1)C(=O)NCC1OCCCN1S(=O)(=O)c1ccc(F)cc1 (stereo unspecified)	-1.3%	/	i	-3%	-1%	-0.2%	-3%	-2%	-5%
45	Cc1ccc(-n2ncc3c(=O)n(CC(=O)NCc4ccco4)cnc32)cc1C	-0.1%	-1.5%	i	-2%	1%	-14%	1%	-3%	-2%

New compounds follow:
nr	SMILES	West Nile antiviral	CSM14.1 death rescue	Yfh1-off respiration	human PMI inhibitors	PhoP inhibition	XIAP antagonists	M17LAP inhibition	M1AAP inhibition	Siah-1 displacement
46	Cc1cc(C)cc(NC(=O)CN2C(=O)NC(C)(c3ccccc3)C2=O)c1 (stereo unspecified)	0.1%	-1.2%	i	-1%	1%	-9.5%	7%	4%	3%
47	O=c1cc(-c2cccc(F)c2)[nH]c2ccccc12	-0.3%	8.7%	i	-15%	-4%	-0.7%	7%	2%	9%
48	Oc1ccc(Br)cc1-c1cc(-c2ccccc2F)[nH]n1	-0.8%	0.0%	i	1%	-2%	-1.1%	-2%	4%	-4%
49	Cc1ccccc1N1C(=O)c2cccc([N+](=O)[O-])c2C1=O	0.9%	-0.6%	i	8%	-8%	-1.5%	10%	8%	3%
50	CC(=O)C1=C(O)C(=O)N(CCO)C1c1ccccc1 (stereo unspecified)	0.7%	0.0%	i	/	-2%	-10%	21%	5%	12%
51	CCn1c(SCc2nc3cc(OC)c(OC)cc3c(=O)[nH]2)nnc1-c1ccncc1	0.2%	0.5%	i	-1%	-9%	-0.1%	-9%	11%	4%
52	Cc1ccc(CNC(=O)c2cc3c(=O)n4cccc(C)c4nc3n(CC3CCCO3)c2=N)cc1 (stereo unspecified)	/	-3.1%	/	12%	/	-2.4%	/	/	0%
